# KDM5B inh = Primary screen for KDM5B Histone Demethylases FDH-coupled qHTS; Lysine-specific demethylase 5B (Homo sapiens), Q9UGL1; KDM5B demethylase, FDH-coupled NADH fluorescence (FDH is formaldehyde dehydrogenase); Potency, µM (highest dose often 57.7 µM), for the others: at the highest dose activity change, negative = inhibition, hits mostly inhibitors; 220,000 compounds, 2.6% hits; AID 1347165, 2019; active means well fitted inhibition curve with a large enough effect; inconclusive means small, poorly fitted or top-dose-only effect; inactive means no such curve, though single readings can be large or run the other way; further: 0% is about no effect; nearly all actives have a fitted effect of over 70% in size
#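 Measured: NADH fluorescence change, 30 min, RT. System: KDM5BΔAP 200 nM final, H3K4me3 peptide, α-KG, Fe(II), ascorbate, NAD⁺ plus FDH, pH 7.5 HEPES. Compounds: titrated, 10 min pre-incubation with enzyme.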
# * = called active by the depositor; ? = inconclusive; & = joins results of further samples; [ ] = dose if it differs, or a comment. Potency means the concentration at half of the fitted maximal effect. An excerpt; rates above refer to the full screens.
molecule	KDM5B inh
O=C1CCN(Cc2ccc(O)cc2)CCCC(c2nc(-c3cccnc3)no2)CCN1 (stereo not drawn)	-25%
COCCOC(=O)/C(C#N)=C\c1cc(C)c(O)c(C)c1	-12%
O=C(c1ccc2cc[nH]c2c1)N1CCC(n2cc(-c3nc(-c4ccccc4)no3)nn2)CC1	?
COc1cc(OC)cc(C(=O)N2CCC(Cc3nc(-c4ccccc4)no3)CC2)c1	22%
COc1ccc(CNc2ncnc3c2CN(c2ccccc2C)C(=O)CN3C)cc1	?
CCCCn1nc(C(=O)N(CC)CC(=O)Nc2c(F)cccc2F)c2ccccc2c1=O	-2%
Cc1cc(C2CCCN2Cc2coc(-c3ccccc3)n2)on1 (stereo not drawn)	-16%
COc1ccc(C)cc1NC(=O)c1ccc2c(c1)N(C)C1CCCN1C2=O (stereo not drawn)	?
COC(=O)c1cc(C)nc(Sc2ccccc2NC(C)=O)n1	?
CCCOC(=O)c1ccc(NC(=O)NC(c2ccccc2)c2nccn2C)cc1 (stereo not drawn)	-9%
Cc1cc(C(F)(F)F)nn1CC(=O)NCC1Cn2cccc2CN1Cc1ccccc1 (stereo not drawn)	?
Cc1ccc(N2C(=S)N[C@H]3[C@@H](O)[C@H](O)C[C@@H](C(=O)NCc4cccs4)[C@H]32)cc1Cl	?
Nc1nccnc1C(=O)NCc1ccco1	?
CC(=O)c1cn(CC(=O)NC2CCCCC2)c2ccccc12	13%
COc1ccc(-c2cc3nc(C)c(CCC(=O)NCCc4ccc(Cl)cc4)c(C)n3n2)c(OC)c1	?
CC(=O)c1ccc(Sc2ccccc2)c([N+](=O)[O-])c1	1%
CN(CC(=O)Nc1ccccc1Cl)CC(=O)N(CCC#N)c1ccccc1	?
Clc1ccccc1OCCSc1nnc(-c2cccs2)o1	?
O=C(c1ccc(F)cc1)N1CCC(N2CCCCCC2=O)CC1	-15%&-16%[86.2 µM]
CN(Cc1ccccc1)C(=O)[C@H]1O[C@H](CCN2CCN(c3ccccc3)CC2)CC[C@@H]1O	-2%
O=C(CCn1nc(-c2ccccc2)c2ccccc2c1=O)Nc1cccc(Cl)c1	-21%
COC(=O)c1cccc(NC(=S)N[C@H]2CO[C@H]3[C@@H]2OC[C@H]3OC(=O)Nc2cccc3ccccc23)c1	-11%
CC(C)(C)NC(=O)COC(=O)c1cc(-c2ccccc2)nc2c1cnn2Cc1cccc(F)c1	?
COc1ccc(N2CCOC3CCN(Cc4ccc(C(C)C)cc4)CC3C2=O)cc1 (stereo not drawn)	3%[86.2 µM]
CN(CCO)c1nc(-c2ccco2)c2c(c1C#N)CCCC2	?
Cc1cc2nc3n(c(=O)c2n1CC(=O)Nc1ccc(F)cc1F)CCCCC3	11%
O=C(NCC1CC1)c1cn(-c2ccccc2)nc1-c1cccnc1	-10%
CCOC(=O)Cc1csc(NC(=O)c2cccc([N+](=O)[O-])c2)n1	-3%
CCOc1ccc(-c2c(C(=O)N/N=C/c3ccc(C)cc3)nnn2-c2nonc2N)cc1	?
Cc1ccc(NC(=O)CCC[C@H]2NC[C@@H]3C[C@H]2CN(Cc2ccccc2)C3)cc1	-10%
O=C(C1=C(c2ccccc2)SCCO1)N(Cc1ccccc1)C1CCS(=O)(=O)C1 (stereo not drawn)	-7%
Cc1ccccc1N1CCN(C2CCCN(Cc3ccc(C#CC(C)(C)O)cc3)C2)CC1 (stereo not drawn)	?
COc1ccc(S(=O)(=O)NCC(c2ccc(N(C)C)cc2)N2CCc3ccccc32)cc1 (stereo not drawn)	-3%
N#Cc1cccc(C(=O)NC2CCc3n[nH]c(=O)n3CC2)c1 (stereo not drawn)	14%
O=C(COc1ccc([N+](=O)[O-])cc1)Nc1cccc(C(=O)Nc2ccccc2C(=O)O)c1	-12%
CCNC(=O)CC1C(=O)N(c2ccc(C)cc2)C(=O)N1CCC(C)C (stereo not drawn)	-13%
CCc1ccc(NC(=O)Cn2c(=O)n(Cc3ccco3)c(=O)c3cccnc32)cc1	-54%
Cc1ccc(/C=N/NC(=O)CNC(=O)c2cccs2)cc1	18%
CC(C)n1nc(C(=O)Nc2cccc(S(=O)(=O)N3CCCCC3)c2)c2ccccc2c1=O	?
COc1ccc(OC)c(-c2cnc3[nH]cc(CC(N)=O)c3c2)c1	8%[86.2 µM]
O=C(CCn1ccn2nc3c(c2c1=O)CCCC3)Nc1cccc(Cl)c1F	-10%
COc1ccc(S(=O)(=O)N2C[C@@H](F)C[C@H]2C(=O)N2CCCCC2)cc1	15%
O=C1CC(C(F)(F)F)N(C(=O)Cn2cnc3ccc(Br)cc3c2=O)c2ccccc2N1 (stereo not drawn)	7%
CC(C)n1c(O)c(N=Nc2ccc(Cl)c(C(=O)O)c2)c2ccccc21	26%
Cc1ccc2nc(C)cc(C(=O)OCC(=O)c3ccc(C)c([N+](=O)[O-])c3)c2c1	2%
Cc1ccc(NC(=O)C2CCN(C(=O)c3ncn4c3COC(c3ccc(F)cc3)C4)CC2)cc1Cl (stereo not drawn)	-8%
CC[N+](C)(CC)CC(=O)OCC1C(C)C=C(C)CC1C (stereo not drawn)	-23%
Cc1cccc(C(=O)Nc2cccc(-c3nc4ccccc4s3)c2C)c1	-2%
O=C(N/N=C/c1cccnc1)c1ccccc1	16%
O=C1c2ccccc2C(Nc2ccc3c(c2)OCCO3)N1Cc1ccccc1Cl (stereo not drawn)	8%
CC(C)N(Cc1ccccc1)C(=O)CN1C(=O)CSc2ccc(S(=O)(=O)N3CCCC3)cc21	-24%
Cc1csc(SCC(=O)N[C@H]2[C@H]3CCO[C@H]3[C@@H]2NS(C)(=O)=O)n1	?
Cc1ccc(-n2c3c(c(=O)[nH]c2=O)CN(Cc2ccco2)CN3)cc1C	-2%
CNC(=O)[C@@H]1CN(C(=O)c2ccc(C)c(F)c2)C[C@H]1COC	-2%
COc1ccc(NC(=O)c2nc(-c3ccc(C)cc3)n3c2CCCCC3)cc1	?
O=C(Cc1noc(C(=O)NCc2ccncc2)n1)Nc1cccc2ncccc12	?
N#Cc1ccc(N2CCCn3nc(CCC(=O)N4CCCC4)cc3C2)nc1	?
Cc1nn(-c2nc3c(c(=O)n(CC(=O)C(C)(C)C)c(=O)n3C)n2CC(C)C)c(C)c1C	17%
Clc1ccc(CSc2nc3ncccc3[nH]2)c(Cl)c1	6%
FC(F)(F)c1cccc(NC(=S)NCCc2ccncc2)c1	8%

# Further compounds:
molecule	KDM5B inh
Oc1ccc(Cl)cc1C=NCc1ccc(C(F)(F)F)cc1	-24%
Cn1c(=O)n(C)c2cc(N3CCOCC3)c(NS(=O)(=O)c3ccc(Cl)cc3)cc21	2%
O=C(NCc1ccccc1)c1ccc2c(c1)OCCN(CCC(F)(F)F)C2	-18%[86.2 µM]
Cn1cccc1C(=O)N1CC[C@H](NC(=O)NC2CCCCC2)[C@H]1C(=O)N1CCC[C@@H]1C(N)=O	-3%
COc1ccccc1-c1cc(C(=O)NCCc2ccc(Cl)cc2)nn2cccc12	-13%[115 µM]
Cc1ccccc1CNCc1c(C(=O)O)c(C)n(Cc2ccc(F)cc2Cl)c1C	-5%
Cc1cccc(CS(=O)(=O)c2ncc(Cl)c(C(=O)Nc3nc4ccc(F)cc4s3)n2)c1	?
CC(C(=O)NCc1ccc(N2CCOCC2)cc1)C1CCOCC1 (stereo not drawn)	-20%
COc1ccc(-n2nc(C3CCCN(C(=O)C4CC4)C3)[nH]c2=O)cc1 (stereo not drawn)	-17%[86.2 µM]
CCCN(C(=O)c1cc2c(s1)-c1ccccc1SC2)c1ccccc1F	?
COc1ccc(CN2C(=O)C(O)(CC(=O)c3ccccc3OC)c3ccccc32)cc1OC (stereo not drawn)	-2%
COc1ccc(NC(=O)CN(C)C(=O)CCC2CCCC2)cc1	18%
Cc1ccc(NC(=O)N(Cc2cn(C)c3ccccc23)C2CCCCC2)cc1C	8%
Cc1c(CC(=O)NCc2ccon2)c2c(n1Cc1ccccc1F)CCCC2=O	?
CCc1nc2c(c(-c3ccc(Cl)cc3)n1)CCN(Cc1ccnn1C)CC2	-17%
CC1CC1C(=O)NCC1CCCC(CNC(=O)C2CC2C)C1 (stereo not drawn)	14%
COC(=O)c1sc(S(=O)(=O)Nc2ccc(F)c(F)c2)c(C(=O)OC)c1C	18%
Oc1ccc(NCc2ccc(OCc3ccccc3)cc2)cc1	?
CCCCCCCCCCS(=O)(=O)CCCCCl	12%
CCN(CCNC(=O)C1=C(C)C(=O)OC12CCC(C)CC2)c1ccccc1 (stereo not drawn)	-13%
CC(C)C[C@@H]1N[C@H](C(=O)N2CCOCC2)Cc2cn(CC3CC3)c3cccc1c23	35µM*
O=C(c1cccc(F)c1)N1CCCC(c2nc3ccccc3o2)C1 (stereo not drawn)	5%
O=C(Cc1ccccc1Cl)NCc1nnc2c(-c3nc(C4CC4)no3)cccn12	?
O=C(c1cccs1)N(Cc1cccnc1)c1nc2c(F)cc(F)cc2s1	?
CN1CCN(C(CNC(=O)c2ccccc2F)c2ccc3c(c2)OCO3)CC1 (stereo not drawn)	-2%
N#Cc1ccccc1CSc1nnc(N2CCCCC2)n1-c1ccccc1	-5%
COc1cc(CN2CCN(Cc3ccon3)CC2CCO)cc(OC)c1 (stereo not drawn)	0%
CCc1nn2c(=O)cc(COC(=O)c3ccccc3NC(=O)c3ccc(C(C)(C)C)cc3)nc2s1	-28%
CCCC(C)Nc1ncnc2c1CN(C1CCCNCC1)C(=O)CN2C (stereo not drawn)	?
Cc1nc2c(c(-c3ccc(Cl)cc3)n1)CCN(C(=O)c1ccc(C(F)(F)F)cc1)CC2	-1%
O=C(Nc1ccc(NC(=O)c2ccccc2Cl)cc1)c1cccnc1	?
COc1ccc(CN2C(=O)O[C@@H]3CN(C4CCCCC4)C[C@@H]32)cc1OC	5%
COCCN1C(=O)CC[C@]2(C(=O)NCc3cccc(Cl)c3)CCCC[C@@H]12	-18%
O=c1c2cnc(N3CCc4ccccc4C3)nc2ccn1-c1ccccc1	18%
O=C(O)C1CCC(c2ccc(I)cc2)CC1 (stereo not drawn)	-7%
CC(C)(C)c1ccc(CCC2OCC(C[N+]3(C)CCCCC3)O2)cc1 (stereo not drawn)	-16%
CN1CC(=O)N(C2CCCNCC2)Cc2c1ncnc2N1CCC(O)CC1 (stereo not drawn)	?
CCN1c2cc(C(=O)NCCC3=CCCCC3)ccc2C(=O)N2CCCCC21 (stereo not drawn)	?
NCCn1cc(C(=O)N2CCC(Oc3ccncc3)CC2)nn1	-19%
COc1ccc(OC)c(S(=O)(=O)N2CCN(C(=O)c3cc4c(s3)CCCCC4)CC2)c1	9%
COc1ccccc1CC(=O)N1CCC(C2CCN(S(C)(=O)=O)CC2)C1 (stereo not drawn)	-10%
COCCN1CCCC2(CCN(C(=O)CN3C(=O)CNC3=O)C2)C1=O (stereo not drawn)	-2%
CCC1(CC)Cc2ccccc2-c2nc(CN(C)C)[nH]c(=O)c21	0%&-10%
CNc1c(NS(=O)(=O)c2ccc(C)c(C)c2)c(=O)oc2ccccc12	11%
O=C(CS(=O)(=O)c1ccccc1)N1CCCCC1	29%
CC1CCCN(CC(=O)Nc2cc(Cl)ccc2Oc2ccccc2)C1 (stereo not drawn)	21%
CCOc1ccc(/C=C2/Cc3c(O)cccc3C2=O)cc1	11%
CN(C(=O)[C@@H]1C[C@@H](c2ccc(F)cc2)N([S+](=O)([O-])c2ccccc2)C1)c1ccccc1	-20%[86.2 µM]
O=C(NCc1coc(-c2cccs2)n1)C1CCCN(C(=O)c2ccc(F)cc2)C1 (stereo not drawn)	?
Cc1cc(C)c(S(=O)(=O)N2CCn3c(nn(CC4CC4)c3=O)C2)c(C)c1	44%[activator]
COC(=O)c1ccc(CO/N=C/c2ccc(OCc3ccc(Cl)cc3)c(OC)c2)cc1	-9%
CCOC(=O)c1ccc(NC(=O)Cn2cnc(S(=O)(=O)N3CCCC3)c2)cc1	19%
O=C(c1cc2ccccc2[nH]1)N1CCNc2cnc(Nc3ccccc3)nc2C1	?
COc1cc(OC)cc(C(=O)Nc2ccc(NS(=O)(=O)c3ccc4c(c3)OCCCO4)cc2)c1	-9%
COc1ccc(N2CCN(C(=O)c3cccc(S(=O)(=O)N4CCOCC4)c3)CC2)cc1	14%
CCC1(N2CCN(S(=O)(=O)c3ccc4c(c3)CCCC4)CC2)CCN(C(=O)NC)C1 (stereo not drawn)	-10%
COc1ccc(CN2C[C@H]3CN(C(=O)CC(C)(C)C)CCN3C2=O)cc1	-19%[86.2 µM]

# Molecules above with a tert-butyl group, in the order listed:
molecule	KDM5B inh
CC(C)(C)NC(=O)COC(=O)c1cc(-c2ccccc2)nc2c1cnn2Cc1cccc(F)c1	?
Cc1nn(-c2nc3c(c(=O)n(CC(=O)C(C)(C)C)c(=O)n3C)n2CC(C)C)c(C)c1C	17%
CCc1nn2c(=O)cc(COC(=O)c3ccccc3NC(=O)c3ccc(C(C)(C)C)cc3)nc2s1	-28%
CC(C)(C)c1ccc(CCC2OCC(C[N+]3(C)CCCCC3)O2)cc1 (stereo not drawn)	-16%
COc1ccc(CN2C[C@H]3CN(C(=O)CC(C)(C)C)CCN3C2=O)cc1	-19%[86.2 µM]

# In another format: entries from further up.
O=C(NCC1CC1)c1cn(-c2ccccc2)nc1-c1cccnc1
  KDM5B inh: -10%
CCOC(=O)Cc1csc(NC(=O)c2cccc([N+](=O)[O-])c2)n1
  KDM5B inh: -3%
